Screening results: PubChem BioAssay, National Center for Advancing Translational Sciences (NCATS)
Pf growth 48h = P. falciparum growth inhibition at 48 hours (one generation) | 310,000 compounds, 5.9% hits | AID 504832 | Potency, µM (top dose mostly 28.7 µM), inactives show at the top dose activity change, negative = inhibition, most hits filed as inhibitors | P. falciparum luciferase growth in erythrocytes, 48 h; further: potency means the concentration at half of the fitted maximal effect; on the % scale 0 is the no-effect control and ±100 the full control effect
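Growth was read as firefly luciferase luminescence after a 48 h, 37 C, 5% CO2 exposure of compounds to reporter-bearing P. falciparum cultures (0.1% parasitemia, 2% hematocrit final) in Albumax-supplemented RPMI 1640.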
Pf growth 96h = P. falciparum growth inhibition at 96 hour, primary screen for plastid delayed-death inhibitors | P. falciparum luciferase reporter growth, 96 h | Potency, µM (doses to about 28.7 µM), for the others: at the highest dose activity change, negative = inhibition, usual class: inhibitors | AID 504834 | 320,000 compounds, 6.9% hits; further: potency means the concentration at half of the fitted maximal effect; on the % scale 0 is the no-effect control and ±100 the full control effect
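Plates of compound plus infected erythrocytes (2% hematocrit, 0.05% parasitemia final) incubate 96 hours, 37 C, 5% CO2. Detection reagent added; reduced luminescence from the parasites' luciferase reporter flags inhibition.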
HCV inh = blocks hepatitis C virus. Huh7.5.1 HCVcc-Cre infection, luciferase reporter, 44 h. Potency, µM (doses to about 41.8 µM), inactives show at the highest dose activity change, negative = inhibition, actives largely listed as inhibitors. 340,000 compounds, 3.4% hits; further: potency means the concentration at half of the fitted maximal effect; on the % scale 0 is the no-effect control and ±100 the full control effect
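HCVcc-Cre virus at an moi near 0.5 was added right after compound to cells cultured 4 h from seeding (1,000 cells/well). Luciferase activity was determined 44 h later, 15 min after substrate addition at RT.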
Cycloheximide cs = counter-screen for Shiga toxin inhibitors: cycloheximide protein synthesis inhibition | cell reporter, cycloheximide protein synthesis inhibition counterscreen | max response, % | 300,000 compounds, 12% hits; in the data active means max response mostly above about 13%, no sharp cut-off; inactive means mostly below about 14%; further: read at 38.3 µM for the half of the compounds with a filed dose; 0% is about no effect
Shiga inhibitor = blocks Shiga toxin action in Vero cells; Vero cells, Shiga toxin protein synthesis inhibition reporter; inhibition, % at 38.7 µM; 290,000 compounds, 9.2% hits; in the data active means inhibition mostly above about 28%, no sharp cut-off; inactive means mostly below about 43%; further: 0% is about no effect
FBPA Giardia inh = Giardia lamblia aldolase inhibition; A8B2U2; purified Giardia FBPA; Potency, µM (top dose mostly 59.6 µM), without a hit: at the highest dose activity, negative = inhibition, most hits filed as inhibitors; 290,000 compounds, 0.71% hits; AID 2451; further: potency means the concentration at half of the fitted maximal effect; on the % scale 0 is the no-effect control and ±100 the full control effect; nearly all actives have a fitted effect of over 55% in size
Target sequence (A8B2U2 whole entry, looked up): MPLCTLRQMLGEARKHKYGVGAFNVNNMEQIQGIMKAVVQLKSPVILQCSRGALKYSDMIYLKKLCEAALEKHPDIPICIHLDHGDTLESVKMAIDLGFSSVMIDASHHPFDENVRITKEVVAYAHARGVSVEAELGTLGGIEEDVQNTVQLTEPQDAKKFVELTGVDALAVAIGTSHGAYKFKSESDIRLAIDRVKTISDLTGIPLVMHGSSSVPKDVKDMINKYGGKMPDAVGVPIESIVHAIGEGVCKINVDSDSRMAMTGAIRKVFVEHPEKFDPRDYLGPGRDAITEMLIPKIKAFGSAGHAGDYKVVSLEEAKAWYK
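40 nM FBPA preincubated 10 min at RT with compound (up to 57.5 uM final), then substrate plus GAPDH/TPI/NAD/arsenate coupling and diaphorase/resazurin added. Fluorescence read after 20 min at RT, 525/598 nm.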
* marks the source's active call; other numbers are inactive results; ? = inconclusive; . = not tested or not shown; + = active, no number; [ ] = remark or other dose. Unless noted, the call rests on the fitted dose curve; in most records, active means well fitted curve in the direction sought with a large enough effect; inconclusive means small, poorly fitted or top-dose-only effect, or another doubt; inactive means no such curve, though single readings can be large; an effect the other way counts as inactive or inconclusive. Hits appear at their usual frequency; 24% or so of the library scored in one or more.

SMILES	Pf growth 48h	Pf growth 96h	HCV inh	Cycloheximide cs	Shiga inhibitor	FBPA Giardia inh
CCOC(=O)N1CCC(NC(=O)c2ccc3c(=O)n4c(nc3c2)CCCC4)CC1	0%	.	25%	12	-5	6%
NC(=O)C1=C[C@@H](c2ccc(C(F)(F)F)cc2)C[C@@H](OCCCCO)O1	11%	13%	44%[activator]	7	-11	?
O=C(Nc1nnc(-c2ccccc2F)s1)C1CCN(S(=O)(=O)c2ccc(Cl)cc2)CC1	-2%	?	6%	-2	-11	0%
CCC(=NCc1cccnc1)c1c(O)n(-c2ccc(Cl)cc2)c(=O)[nH]c1=O	1%	?	-14%	1	-7	1%
CCN(CC)c1ncc(C#N)c(N)n1	37%[activator]	28%	18%	-1	-5	-2%
NC(=O)c1c(NC(NC(=O)c2ccco2)C(=O)c2ccc(Cl)cc2)sc2c1CCCC2 (stereo unspecified)	.	?	-6%	10	-6	-26%
CCOC(=O)C1=C(C)NC2=C(C(=O)CC(c3cccs3)C2)C1c1cccs1 (stereo unspecified)	4.1µM*	?	?	-3	2	-3%
Cc1ccc(-n2c(=O)c3sccc3n(CC(=O)N3CCCC3)c2=O)cc1	23%	?	6%	-8	-23	0%
COCCCNC(=S)Nc1ccc(C)cc1	11%	14%	-1%	0	4	1%
Cn1cc(Br)c(C(=O)NNC(=O)c2ccc(Br)cc2)n1	103%[activator]	?	-1%	35*	+	0%
CN1C(=O)N(C)C2(c3ccccc3)Nn3c(s/c(=C/c4ccccc4F)c3=O)=NC12c1ccccc1 (stereo unspecified)	3%	.	12%	-4	-22	7%
CCOc1ccc(CC(=O)N2CCN=C2SC)cc1	12%	2%	-19%	2	20	3%
FC(F)(F)c1cccc(-c2nn[nH]n2)c1	-3%	1%	2%	0	-3	12%
Cc1c(O)nc(SC2CC(=O)N(c3ccccc3)C2=O)[nH]c1=O (stereo unspecified)	9%	?	19%	-2	14	?
Cc1cc(C)nc(NS(=O)(=O)c2ccc(NC(=O)c3ccc4c(c3)OCO4)cc2)n1	1%	?	-8%	5	-12	-2%
O=C(Nc1cc(Cl)cc(Cl)c1)c1cnn2cccnc12	32%[activator]	-27%	7%	1	-28	0%
CC(=O)Nc1nonc1-c1ccccc1	2%	-12%	13%	-5	-17	0%
CCC(C(=O)OCC(=O)N1CCN(S(=O)(=O)c2ccc(C)cc2C)CC1)c1ccccc1 (stereo unspecified)	13µM*	9.3µM*	0%	.	.	.
COc1ccc(-n2c(O)c(/C(C)=N/N3CCCCCC3)c(=O)[nH]c2=O)cc1	?	?	7%	-1	7	3%
O=C(O)c1cc(Nc2cc(Cl)c3nonc3c2[N+](=O)[O-])ccc1O	18%	15%	-5%	3	-3	19%

Structures above containing fluorine, in the order listed:
SMILES	Pf growth 48h	Pf growth 96h	HCV inh	Cycloheximide cs	Shiga inhibitor	FBPA Giardia inh
NC(=O)C1=C[C@@H](c2ccc(C(F)(F)F)cc2)C[C@@H](OCCCCO)O1	11%	13%	44%[activator]	7	-11	?
O=C(Nc1nnc(-c2ccccc2F)s1)C1CCN(S(=O)(=O)c2ccc(Cl)cc2)CC1	-2%	?	6%	-2	-11	0%
CN1C(=O)N(C)C2(c3ccccc3)Nn3c(s/c(=C/c4ccccc4F)c3=O)=NC12c1ccccc1 (stereo unspecified)	3%	.	12%	-4	-22	7%
FC(F)(F)c1cccc(-c2nn[nH]n2)c1	-3%	1%	2%	0	-3	12%

Next records follow:
SMILES	Pf growth 48h	Pf growth 96h	HCV inh	Cycloheximide cs	Shiga inhibitor	FBPA Giardia inh
C/C(=C/C(=O)N1CCN(C)CC1)C(=O)O	2%	?	-1%	-4	-8	1%
COCCN(Cc1cn(C)nc1-c1ccc(Oc2ccccc2)cc1)C(C)C	-1%	?	0%	1	-7	10%
O=c1c(/C=N/O)c(Nc2ccccc2)nc2ccccn12	2%	?	?	-1	-14	3%
Cc1cc(C)nc(SC(C)C(=O)O)n1 (stereo unspecified)	48%[activator]	-5%	21%	9	28	2%
CNC(=O)NC(=O)CSc1nc2cc(C(=O)OC)ccc2c(=O)n1-c1ccccc1	-9%	?	16%	-1	2	0%
COc1ccc(CCNC(=O)c2ccc3c(c2)SC2=NS(=O)(=O)CCN23)cc1	-21%	?	-25%	-1	-1	4%
Cc1[nH]c2ccccc2c1C(=O)CSC(=S)N1CCN(C)CC1	6%	?	-24%	16	39	-2%
COc1cccc(NC(=O)CN(C)C(=O)/C=C/c2ccc3ccccc3n2)c1	12µM*	?	5%	.	.	.
Cc1cc(SCC(=O)c2ccccc2)nc(C)n1	103%[activator]	112%[activator]	-11%	32*	117*	-11%
CCOC(=O)C1CCCN(c2c(NCCN3CCCCC3C)c(=O)c2=O)C1 (stereo unspecified)	-4%	4.7µM*	17%	-4	-3	3%

The last six records of the part above are carried over, then new ones follow:
SMILES	Pf growth 48h	Pf growth 96h	HCV inh	Cycloheximide cs	Shiga inhibitor	FBPA Giardia inh
CNC(=O)NC(=O)CSc1nc2cc(C(=O)OC)ccc2c(=O)n1-c1ccccc1	-9%	?	16%	-1	2	0%
COc1ccc(CCNC(=O)c2ccc3c(c2)SC2=NS(=O)(=O)CCN23)cc1	-21%	?	-25%	-1	-1	4%
Cc1[nH]c2ccccc2c1C(=O)CSC(=S)N1CCN(C)CC1	6%	?	-24%	16	39	-2%
COc1cccc(NC(=O)CN(C)C(=O)/C=C/c2ccc3ccccc3n2)c1	12µM*	?	5%	.	.	.
Cc1cc(SCC(=O)c2ccccc2)nc(C)n1	103%[activator]	112%[activator]	-11%	32*	117*	-11%
CCOC(=O)C1CCCN(c2c(NCCN3CCCCC3C)c(=O)c2=O)C1 (stereo unspecified)	-4%	4.7µM*	17%	-4	-3	3%
COc1cccc(NC(=O)CCC2CCN(C(=O)Cc3cccc(F)c3)CC2)c1	-20%	9%	-1%	1	-9	.
Cn1ncc2c(Nc3cccc(Cl)c3)nc(Nc3cccc(Cl)c3)nc21	1.7µM*	2.9µM*	?	-2	-1	-11%
COC(=O)/C(=C/c1ccc2c(c1)c1ccccc1n2C)NC(=O)c1ccccc1	-19%	?	?	-3	-9	5%
COc1ccc(NC(=O)CSc2nnc(-c3ccncc3)n2C)cc1	-4%	?	15%	-5	-13	0%
COc1cccc(CNC(=O)CN2C(=O)CSc3ccc(S(=O)(=O)N4CCOCC4)cc32)c1	4%	14%	4%	8	9	5%
CC(=O)Nc1ccc(NC(=O)c2ccc(NS(=O)(=O)c3cccc4cccnc34)cc2)cc1	?	-10%	-11%	2	-7	-22%
O=C1c2cccc3c(Nc4ccccc4Cl)c([N+](=O)[O-])cc(c23)C(=O)N1CCO	?	1µM*	-23%	3	11	1%
O=C(Nc1ccc(F)c(Cl)c1)Nc1csc2ccccc12	?	?	?	38*	57*	-12%
CSc1ccccc1NC(=O)CN1CCN(c2ccccn2)CC1	7.4µM*	8.3µM*	4%	-3	6	14%
COc1ccc2nc(C(F)(F)Cl)c(C#N)c(N)c2c1	?	2%	5%	11	13	-5%
CC(C)Cn1c(N)c(C(=O)COC(=O)c2ccc(O)cc2O)c(=O)n(C)c1=O	-28%	10%	?	.	.	.
Nc1ccc(-c2cc3ccccc3oc2=O)cc1	?	?	-13%	-6	-14	-1%
Cc1cccc(N2CCN(C(=O)Cc3ccccc3[N+](=O)[O-])CC2)c1C	15%	-22%	2%	27*	24	-7%
COc1ccc(-c2[nH]ncc2CN(C)C(C)c2ccon2)c(OC)c1 (stereo unspecified)	0%	?	17%	-3	14	4%
COc1ccc(OC)c(NC(=O)c2cc3n(n2)C(C(F)(F)F)CC(c2ccc4c(c2)OCO4)N3)c1 (stereo unspecified)	4%	.	32µM*	8	19	-26%
COCCN1C(=O)N[C@@H](c2cccc(F)c2)C(C(=O)OC)=C1C	42%[activator]	41%[activator]	11%	-4	-2	6%[12.9 µM]
Cc1ccc(-n2ncc3c(SCc4cccc(C)c4)ncnc32)cc1	-9%	?	-13%	8	12	4%
COc1ccc(CC(=O)N/N=C(\C)c2cccnc2)cc1	12%	11%	7%	1	2	-14%
CN1CC2(C)CN(C(c3ccccc3)c3ccccc3)CC(C)(C1)C2O (stereo unspecified)	-9%	?	8%	-2	-12	-15%
CCOC(=O)C1=C(C)N=C2c3ccccc3C(=O)C2C1c1ccc(C)cc1 (stereo unspecified)	?	?	-29%	-2	19	-3%
CCCc1cc(=O)[nH]c(SCC(=O)NC(=O)NC2CCCC2)n1	10%	-2%	?	.	.	.
CN(C)S(=O)(=O)c1cccc(NC(=O)c2sccc2-c2ccccc2)c1	?	?	-25%	5	-6	.
Cc1c(CNCCC2=CCCCC2)c(C(=O)O)c(C)n1Cc1ccccc1	-5%	-27%	0%	-6	-9	4%
O=C(c1ccc(Cl)cc1Cl)n1nnc2ccccc21	.	.	.	2	-3	2%
CN(CCc1ccccn1)S(=O)(=O)c1ccc(F)cc1	48%[activator]	0%	4%	1	16	-16%
O=C(CCN1C(=O)/C(=C/c2ccccc2)SC1=S)Nc1ccccn1	32%[activator]	11%	-7%	-3	-6	13%
COc1cc(C(=O)NCC2CCCO2)ccc1OCc1c(C)noc1C (stereo unspecified)	-6%	.	-11%	-5	-18	11%
CCOc1ccc(S(=O)(=O)N2CCOCC2)cc1NC(=O)CN1C(=O)NC(C)(c2ccccc2)C1=O (stereo unspecified)	?	?	8%	.	.	.
COc1ccccc1CNC(=O)COC(=O)/C=C/c1ccc(OC(F)F)c(OC)c1	16%	?	-3%	.	.	.
O=C(COc1ccc(/C=N/NC(=O)c2ccncc2)cc1)Nc1ccccc1	20%	-10%	8%	4	26	5%
CC(C)(C)NCc1cc(Cl)ccc1OCc1cccs1	?	9.3µM*	?	-4	-3	-3%
N#CCc1ccc(NS(=O)(=O)c2ccc(N3CCCC3=O)cc2)cc1	2%	-11%	4%	-1	2	5%
O=[N+]([O-])c1ccc(N2CCN(C(=S)c3cccc([N+](=O)[O-])c3)CC2)cc1	77%[activator]	?	-5%	-6	-11	1%
CCOC(=O)c1[nH]c(C)c(C(=O)Nc2cc(Cl)ccc2C)c1C	16%	3%	1.3µM*	-4	1	1%
COC(=O)C1=C(c2ccc3ccccc3c2)C[C@@H]2CC[C@H]1N2C(=O)NC1CC1	?	?	-3%	.	.	.
COc1ccc(/C=N/NC(=O)CN(C)S(=O)(=O)c2ccc(NC(C)=O)cc2)cc1	?	2%	16%	-1	-12	1%
COc1cc2nc(NC(=O)c3ccc(Cl)cc3)sc(=O)c2cc1OC	20%	29%	?	-2	31	-2%
O=C1c2ccccc2-c2nc3ncnn3c(-c3ccccc3Cl)c21	.	?	14%	-2	24	-6%
COc1ccc(NC(=S)N2CCN(Cc3ccc(C)cc3)CC2)cc1	6%	40%[activator]	-9%	1	-14	7%
O=C(NC1CCOC1)c1ccc(OC2CCN(CCc3ccccc3)CC2)cc1 (stereo unspecified)	-6%	2.3µM*	1%	0	-3	3%
COCCN(C(=O)COC(=O)CC(C)c1ccccc1)c1c(N)n(Cc2ccccc2)c(=O)[nH]c1=O (stereo unspecified)	?	-20%	-5%	.	.	.
